Compound activity from PubChem.
Myeloid diff 2 = compounds promoting myeloid differentiation. ER-HoxA9 myeloid progenitors, lysozyme-GFP differentiation, flow cytometry. calls only at 10 µM. hit rate 1% among 360,000. AID 624256;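 active means normalized GFP-positive differentiation at or above the plate's own cutoff, the solvent-only control mean plus 3 SD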;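 further: cells exposed to compound for four days before flow analysis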
Myeloid diff 2 GFP+ MAC1+ % = recorded beside Myeloid diff 2, whose call it bears; GFP+ MAC1+ double positive, %; measured here: differentiation confirmed by MAC1 staining
Starred values were filed as active, the others as inactive; i = inactive. This is a subset. The share of hits here may be higher or lower than overall.

The opening 4 entries as a preview:
SMILES	Myeloid diff 2	Myeloid diff 2 GFP+ MAC1+ %
CC(Sc1nnc(-c2ccco2)n1N)C(=O)NCC1CCCO1 (stereo not given)	i	0.7
CCCCSc1nc(N)nc2c1ncn2C1OC(CO)C(O)C1O (stereo not given)	i	1.1
COc1cc(CNc2ncnc3c2ncn3[C@H]2CN(Cc3cccc(C(F)(F)F)c3)C[C@@H](CO)O2)cc(OC)c1OC	i	1.2
Cc1ccc(S(=O)(=O)NC(=O)C2(C)CCN2C(=O)C2(c3ccc(Cl)cc3)CC2)nc1 (stereo not given)	i	0.3

All compounds of this part, from the start:
SMILES	Myeloid diff 2	Myeloid diff 2 GFP+ MAC1+ %
CC(Sc1nnc(-c2ccco2)n1N)C(=O)NCC1CCCO1 (stereo not given)	i	0.7
CCCCSc1nc(N)nc2c1ncn2C1OC(CO)C(O)C1O (stereo not given)	i	1.1
COc1cc(CNc2ncnc3c2ncn3[C@H]2CN(Cc3cccc(C(F)(F)F)c3)C[C@@H](CO)O2)cc(OC)c1OC	i	1.2
Cc1ccc(S(=O)(=O)NC(=O)C2(C)CCN2C(=O)C2(c3ccc(Cl)cc3)CC2)nc1 (stereo not given)	i	0.3
NCC(=O)NCC(=O)NC[C@H]1O[C@@H](n2ccc(=O)[nH]c2=O)[C@H](O)[C@@H]1O	i	0.6
O=C(c1ccco1)N1CCN(C(=O)c2ccc(-c3ccc([N+](=O)[O-])cc3)o2)CC1	i	0.8
Cc1cccc(C)c1NC(=O)CNC(=O)c1ccc2c(c1)NC(=O)CS2	i	1.3
CN1OC[C@@H]2CN[C@H](c3ccc(-c4ccccc4)cc3)C[C@@H]21	i	2.4
CCOC(=O)Cc1c(-c2cccc(Cl)c2)nc2c3ccccc3ccn12	i	0.9
CCCN(CC(=O)Nc1ccccc1OC)C(=O)c1ccc2ncsc2c1	i	1.7
O=C(CCc1ccccc1)Nc1sc2c(c1C(=O)O)CCCC2	i	0.1
COc1ccc(NC(=O)c2cc(S(=O)(=O)N3CCOCC3)ccc2C)cc1S(=O)(=O)N1CCOCC1	i	0.7
CCOC(=O)C1=C(C)N(CCCCCC(=O)O)C(=O)NC1c1ccccc1OS(=O)(=O)c1ccc(C)cc1 (stereo not given)	i	1.6
Cc1cccc(C(=O)NNC(=S)NC(=O)c2ccccc2)c1	i	0.2
CN(CC(=O)Nc1ccccc1Cl)C(=O)COC(=O)CCN1C(=O)C2CC=CCC2C1=O (stereo not given)	i	0.5
CC(C)[C@H](NC(=O)[C@@H]1Cc2c([nH]c3ccccc23)C2c3ccccc3C(=O)N21)C(=O)N1CCC[C@H]1C(=O)O (stereo not given in full)	i	7.1
CC(=O)Nc1ccc(NC(=O)C(C)OC(=O)C2(c3ccccc3F)CCCC2)cc1 (stereo not given)	i	0.3
CCN(CC)C(=O)C1=C(C)N(CCCN2CCCC2=O)C(=O)C(CC(=O)NCc2ccco2)C1 (stereo not given)	i	3.6
O=C(Nc1cccc(OC(F)(F)F)c1)C1Cc2c(-c3ccco3)ccnc2O1 (stereo not given)	i	0.5
Cc1ccc(NC(=O)COC(=O)CCn2c(C)csc2=O)c([N+](=O)[O-])c1	i	0.2
Cc1ccc(NCc2cccc(B(O)O)c2)cc1	i	1.2
CCc1nc2c(OCCOC)cccn2c1N(C)C(=O)Nc1ccccc1OC	i	1.4
COc1ccc(-c2cn(Cc3ccc(C(=O)NCc4ccc(C)cc4)cc3)c(C(C)N)n2)cc1 (stereo not given)	i	1.1
CCC(=NNS(=O)(=O)c1ccc(C)cc1)c1ccccc1	i	1.5
O=C(CSc1ccccc1)Nc1cccc(S(=O)(=O)N2CCCCC2)c1	i	0.3
Next records.
SMILES	Myeloid diff 2	Myeloid diff 2 GFP+ MAC1+ %
COc1cc2oc(=O)cc(-c3ccc(-c4ccc(OC(F)(F)F)cc4)cc3)c2c(OC)c1OC	i	0.6
CN1CCN(c2ccc(Cl)cc2NC(=O)CN2C(=O)NC(C)(c3ccccc3)C2=O)CC1 (stereo not given)	i	0.2
O=C(CNS(=O)(=O)c1ccc(Br)cc1Cl)OCC(=O)c1ccc[nH]1	i	0.6
Cc1ccc(C(=O)NCC(=O)OCCCn2c(=O)[nH]c3ccccc32)cc1	i	0.5
O=C(NC1CCCCC1)C1c2ccccc2OCC(=O)N1Cc1cccnc1 (stereo not given)	i	0.8
O=NN(CC(=O)NNc1ccccc1)CC(=O)NNc1ccccc1	i	0.9
COc1ccc(C=NCCc2ccc(OC)c(OC)c2)cc1OC	i	0.4
CC[C@]12c3[nH]c4ccccc4c3CCN1C(=O)C(CC(=O)NCCCN(C)C)C[C@@H]2C(=O)N1CCN(C(=O)C2CC2)CC1 (stereo not given in full)	i	0.3
O=C(Cn1cnc2c(OCc3ccccc3)ncnc21)NCCN1CCOCC1	i	0.5
CCN1CCN(c2ccc(S(=O)(=O)N3CCCCC3)cc2NC(=O)/C=C/c2ccc(F)cc2)CC1	i	0.7
Cc1cccn2c(=O)nc(SCC(=O)N3CC(C)OC(C)C3)nc12 (stereo not given)	i	0.6
Cc1cc(NC(=O)/C(C#N)=C\c2ccc(-c3ccc(SC(F)F)cc3)o2)n(-c2ccccc2)n1	i	6.5
CCNC(=O)C1(C)CCN(C(=O)c2cccc(C#N)c2)C1 (stereo not given)	i	0.6
CN=C1S/C(=C\c2ccc(O)c(OC)c2)C(=O)N1C	i	1.2
O=C(CSc1nnc2ccccn12)NNC(=O)c1cccc(Cl)c1	i	1.2
CCOC(=O)C1CCCN(S(=O)(=O)CCNC(=O)c2ccc3c(c2)OCO3)C1 (stereo not given)	i	1.0
CN(C)C(CNC(=O)c1cc(-c2ccco2)nc2ccccc12)c1ccccc1 (stereo not given)	i	0.8
COc1ccc(NC(=O)c2c(C)noc2C)cc1S(=O)(=O)N1CCCCC1	i	1.0
CCN(CC)CCOC(=O)c1ccc(NC(=O)CSc2nnc(-c3cccs3)n2CC)cc1	i	1.2
O=C(C[C@@H]1C/C=C\C[C@@H](Cc2ccc(F)cc2)C(=O)OC[C@@H](Cc2ccccc2)NC1=O)N[C@H](CO)Cc1ccccc1	i	1.4
CCC(C)C(N)C(=O)N1CCCC1C(=O)NC(C(=O)O)C(C)CC (stereo not given)	i	1.7
Cn1nccc1-c1ccc(C(=O)NCc2ccco2)c2occc12	i	1.9
Cc1cccc(Oc2ncccc2[N+](=O)[O-])c1C	i	2.3
CC(C)(C)[C@H](NC(=O)c1ccc(N)c(Cl)c1)C(=O)N1CCC[C@H]1C(=O)N[C@H](C#N)CC(=O)O	i	1.1
CC1(C(=O)NS(=O)(=O)C2CC2)CCN(C(=O)CSc2ccccc2)C1 (stereo not given)	i	0.5

Compound profiles (already shown). Order of screens: Myeloid diff 2	Myeloid diff 2 GFP+ MAC1+ %
CC(C)(C)[C@H](NC(=O)c1ccc(N)c(Cl)c1)C(=O)N1CCC[C@H]1C(=O)N[C@H](C#N)CC(=O)O is entered as i	1.1
Cc1cc(NC(=O)/C(C#N)=C\c2ccc(-c3ccc(SC(F)F)cc3)o2)n(-c2ccccc2)n1 is entered as i	6.5
CC[C@]12c3[nH]c4ccccc4c3CCN1C(=O)C(CC(=O)NCCCN(C)C)C[C@@H]2C(=O)N1CCN(C(=O)C2CC2)CC1 (stereo not given in full) is entered as i	0.3
O=C(NC1CCCCC1)C1c2ccccc2OCC(=O)N1Cc1cccnc1 (stereo not given) is entered as i	0.8

Following part
SMILES	Myeloid diff 2	Myeloid diff 2 GFP+ MAC1+ %
COc1cc(OC)c(C(=O)C=Cc2ccc(OC)c(OC)c2)c(OC)c1	i	1.5
CC1(C(=O)Nc2ccc(F)cc2F)CCN1C(=O)CCC1CCCC1 (stereo not given)	i	0.4
Cc1ccccc1CN1C(=O)CSCC1(C)C(=O)Nc1ccc2c(c1)OCCO2 (stereo not given)	i	0.7
C/C(=C\C(=O)c1ccc(Br)cc1)Nc1cccc(Cl)c1	i	0.2
Cc1ccc(NC(=O)C2CC(=O)N(c3ccc4c(c3)OCCO4)C2)cc1S(=O)(=O)N(C)C (stereo not given)	i	1.0
O=C(CSc1nnnn1-c1ccccc1)NCC1(N2CCCCC2)CCCCC1	i	1.0
CC1CCCCC12NC(=O)N(CC(=O)N1CCN(c3ccccc3)CC1)C2=O (stereo not given)	i	2.3
Cc1cc2c(SCC(=O)Nc3ccccc3O)ncnc2s1	i	0.4
Cc1cccn2c(=O)c3cc(C(=O)N4CCN(Cc5ccccc5)CC4)sc3nc12	i	0.7
CCn1nc(C(=O)OCC(=O)N(CCC#N)c2ccccc2)c2ccccc2c1=O	i	0.7
COc1ccccc1C(=O)NCC(c1cccs1)N1CCc2ccccc21 (stereo not given)	i	0.5
O=C(COC(=O)c1cnccn1)Nc1cc(S(=O)(=O)N2CCOCC2)ccc1Cl	i	0.9
O=C(NCc1cccnc1)c1cc(C2CCCCN2C(=O)c2ccc3c(c2)CCO3)on1 (stereo not given)	i	0.9
NC(=O)c1ccc(NC(=O)COC(=O)c2ccc(Cl)nc2)cc1	i	0.6
COc1cccc(C(=O)OCC(=O)N2CCc3ccccc3C2)c1	i	0.5
NC(CCc1ccccc1)c1csc(Nc2nncc3ccccc23)n1 (stereo not given)	i	1.0
COc1cccc(S(=O)(=O)N(C)C[C@H]2Oc3cc(Br)ccc3S(=O)(=O)N([C@@H](C)CO)C[C@H]2C)c1	i	0.9
COC(=O)c1cc(NS(=O)(=O)c2cccs2)cc(NS(=O)(=O)c2cccs2)c1	i	1.4
CC(C)(C)OC(=O)C[C@H]1C/C=C\C[C@H](CC(=O)N(CCO)Cc2ccccc2)C(=O)NCCOC1=O	i	1.2
O=C(OC1CCOC1=O)C1CCN(S(=O)(=O)c2ccc(Cl)c(C(F)(F)F)c2)CC1 (stereo not given)	i	0.3
O=C1CN(S(=O)(=O)c2cccc(Cl)c2Cl)CCN1	i	0.7
COc1ccc(OCC(=O)OCC(=O)NC2CCCC2)cc1	i	1.5
COc1ccc(C(CNC(=O)C(=O)NC2CCCCC2)N2CCN(C)CC2)cc1 (stereo not given)	i	0.9
c1ccc(OCCN2CCNCC2)cc1	i	0.8
CC(=O)c1cccc(NCC(=O)N2CCN(S(=O)(=O)c3ccccc3)CC2)c1	i	0.9
(cont.)
SMILES	Myeloid diff 2	Myeloid diff 2 GFP+ MAC1+ %
COc1ccc(Nc2c(CCc3ccccc3)nc3nc(C)cc(C)n23)cc1	i	1.4
NC(=O)c1ccc(NC(=O)COC(=O)CC23CC4CC(CC(Br)(C4)C2)C3)cc1	i	0.5
CCOC(=O)C1=C(C)N(CCCC(=O)O)C(=O)NC1c1ccccc1 (stereo not given)	i	0.3
C[C@@]12C(=O)Nc3ccc(Cl)cc3C(=O)N1[C@H]1c3cc(Br)ccc3OC[C@@H]1[C@@H]2c1ccccc1	i	0.5
CC[C@@H](CCC=C(C)C)C(=O)N(Cc1ccccc1)c1ccccc1	i	1.6
CCOC(=O)/C=C1/SCC(=O)N1CCOc1cccc(Br)c1	i	0.6
CCc1nc2ccc(C(=O)NCCc3c[nH]c4ccccc34)cn2c1N(C)CCCc1ccccc1	i	0.6
Cc1c(C#N)c2ccccc2n1CC(=O)O	i	0.3
O=C1COc2cc(O)ccc21	i	0.8
CCC1(c2ccc(F)cc2)NC(=O)N(CC(=O)Nc2ccc(N3CCCCC3)cc2)C1=O (stereo not given)	i	0.8
O=C1N[C@H](Cc2ccccc2)CO1	i	1.1
Cc1ccc(-c2cnc(C(O)c3cccc(Cl)c3)[nH]2)cc1 (stereo not given)	i	0.4
CCCCCCN1C[C@@H](O)[C@H](n2cc(-c3ccc(F)cc3)nn2)C[C@@H]1c1ccc(C)cc1	i	0.7
Cc1ccc(S(=O)(=O)CC(=O)Nc2nccs2)cc1	i	0.9
Cc1ccc(N2CC(C(=O)OCC(=O)NNC(=O)c3ccccc3)CC2=O)cc1 (stereo not given)	i	1.2
COC(=O)c1sccc1NS(=O)(=O)c1ccccc1[N+](=O)[O-]	i	1.1
Cc1cccc(NS(=O)(=O)c2cccc(C(=O)NCC(c3ccco3)N3CCCCC3)c2)c1 (stereo not given)	i	0.5
CCN1C(=NCc2cc(OC)c(OC)c(OC)c2)N[C@@H](c2cccc(C(F)(F)F)c2)C(C(=O)OC)=C1C	i	1.7
Cc1ccc2cc(CN(CCCN3CCOCC3)C(c3nnnn3Cc3ccco3)C(C)C)c(=O)[nH]c2c1C (stereo not given)	i	0.6
Cc1ccnc(NC(=O)CNC(=O)Cc2cccc3ccccc23)c1	i	0.7
CCNC(=O)N(C)C[C@H]1N[C@@](C)(C(=O)OC)[C@H]2C(=O)N(Cc3ccccc3)C(=O)[C@@H]12	i	3.9
CC(C)Oc1ccc(CN2CCC2(C)C(=O)Nc2cccc(Oc3ccccc3)c2)cc1 (stereo not given)	i	1.4
Cc1cn(CC(=O)N(C)Cc2ccco2)c(=O)[nH]c1=O	i	1.2
O=C(/C=C/c1ccc(Cl)cc1)Nc1cc(S(=O)(=O)N2CCOCC2)ccc1N1CCOCC1	i	0.6
Cc1ccc(OCCC(=O)NNC(=O)c2nn(C)c(=O)c3ccccc23)cc1	i	0.6
Continued:
SMILES	Myeloid diff 2	Myeloid diff 2 GFP+ MAC1+ %
COc1ccc(NC(=O)CSCC(=O)N(C)CCOc2ccc(Cl)cc2)cc1	i	1.3
Nc1nnc(SCC(=O)Nc2ccc(N3CCOCC3)cc2)s1	i	0.6
CC(=O)Nc1cccc(-c2ccnc3c2CC(C)(C(=O)Nc2cccc(C(F)(F)F)c2)O3)c1 (stereo not given)	i	0.5
CC[C@]12c3[nH]c4cc(CCC(=O)N(C)C)ccc4c3CCN1C(=O)[C@@H](CC(=O)NC/C=C(\C)CCC=C(C)C)C[C@@H]2C(=O)N1CCN(C(=O)C2CC2)CC1	i	0.5
COc1ccc(NC(=O)c2cc(-c3cc(F)ccc3OCC3CCCO3)n[nH]2)cc1OC (stereo not given)	i	1.2
COc1ccccc1Cc1c(-c2ccc(Cl)cc2)nc2c(Cl)cc(C(F)(F)F)cn12	i	1.2
Cn1nnnc1SCCNC(=O)C1CCC(=O)N(Cc2cccc(C(F)(F)F)c2)C1 (stereo not given)	i	0.4
